# Screening results: PubChem, several laboratories
# NCOA2 inhibitor: human SRC2 (NCOA2) inhibition; Q15596; HEK293 GAL4-SRC2 luciferase reporter, luminescence; inhibition, % at 9 µM; actives 0.17% (n = 370,000);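 active = inhibition above the mean inhibition of all tested compounds plus 3 SD, set per campaign, cut at about 52% in these data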;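 also: 0% = DMSO treated cells and 100% = cells given Gossypol at 36 µM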
# N-glyco inh: blocks N-linked glycosylation in D54 reporter cells; actives 0.23% (n = 360,000); reporter increase, % at 12.5 µM; D54 ERlucT glycosylation luciferase reporter, 24 h; percent of 100 nM tunicamycin response;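 active = mean luciferase reporter signal, scaled so untreated is 0 and the glycosylation-blocking control 100, at or above a set limit in every replicate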;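 also: luciferase carries N-glycosylation sites so blocking glycosylation raises the light; 0% = median of neutral control wells and 100% = median of 100 nM tunicamycin wells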
# MC4R antagonist: antagonists of human melanocortin 4 receptor (MC4R). P32245. actives 0.48% (n = 360,000). MC4R-expressing cells, MTII-stimulated cAMP, LANCE TR-FRET. AID 540295. inhibition, % at 6.5 µM;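 active = inhibition above its plate's cutoff, the mean of tested wells on that plate plus 3 SD, cut at about 29% in these data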;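 also: 0% = Melanotan II alone and 100% = Melanotan II plus saturating MCL0020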
#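 Material: U2OS-MC4R stable cell line | Reagent: Melanotan II challenge after compound preincubation | Doses: One concentration, 6.5 µM nominal | Incubation: 30-min compound preincubation, 1-h Melanotan II challenge, 1-h detection, room temperature | Signal: TR-FRET cAMP assay | Replicates: One well per compound, no replicates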
# ABCB6 inh MLPCN: blocks the human ABCB6 transporter | K562-ABCB6 porphyrin accumulation, flow cytometry, 1 h; active compounds read low | fluorescence ratio to DMSO, % at 10 µM | actives 0.19% (n = 360,000);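 active = fluorescence ratio to DMSO below 75%, the collection mean minus 3 SD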;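 also: signal is porphyrin accumulated inside mitochondria; 100% equals median channel fluorescence of DMSO control wells; lower ratio means ABCB6 inhibition with less porphyrin fluorescence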
# H9c2 protect: modulators protecting cardiomyocytes from myocardial damage; actives 0.63% (n = 360,000); protection from H2O2 cell death, % at 20 µM; H9c2 cardiomyocytes, H2O2 injury protection, ATPLite, 2 h;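 active = compounds giving at least 50% protection of heart cells from peroxide-induced death in the single-dose screen, raw or plate-pattern-corrected value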;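 also: 0% = DMSO wells with peroxide and 100% = DMSO wells without peroxide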
# MC4R ag barr: activates human MC4R beta-arrestin recruitment | P32245 | U2OS MC4R beta-arrestin complementation, luminescence; percent of melanotan II response, DMSO zero | activation, % at 8.9 µM | actives 0.98% (n = 360,000) | AID 540308;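 active = activation above a per-plate cutoff, the mean activation of sample wells on that plate plus 3 SD, cut at about 8% in these data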
# TLR9-MyD88 inh: TLR9-MyD88 interaction inhibition; CHO BLA complementation TLR9-MyD88, CCF4 FRET ratio; inhibition, % at 4.98 µM; actives 0.21% (n = 340,000);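 active = inhibition above the mean over all tested compounds plus 3 SD, cut at about 21% in these data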;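 also: 0% = DMSO only wells and 100% = clavulanate BLA inhibitor control wells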
# Target sequence (Q99836 whole entry, looked up): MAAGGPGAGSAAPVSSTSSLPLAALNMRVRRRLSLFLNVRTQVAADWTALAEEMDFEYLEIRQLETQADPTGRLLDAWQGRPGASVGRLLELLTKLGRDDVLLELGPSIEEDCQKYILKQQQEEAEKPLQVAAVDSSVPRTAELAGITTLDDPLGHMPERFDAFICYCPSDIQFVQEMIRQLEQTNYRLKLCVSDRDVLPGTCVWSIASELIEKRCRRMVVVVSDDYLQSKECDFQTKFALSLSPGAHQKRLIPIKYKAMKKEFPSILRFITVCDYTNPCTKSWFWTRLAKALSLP
# Target sequence (Q9NR96 whole entry, looked up): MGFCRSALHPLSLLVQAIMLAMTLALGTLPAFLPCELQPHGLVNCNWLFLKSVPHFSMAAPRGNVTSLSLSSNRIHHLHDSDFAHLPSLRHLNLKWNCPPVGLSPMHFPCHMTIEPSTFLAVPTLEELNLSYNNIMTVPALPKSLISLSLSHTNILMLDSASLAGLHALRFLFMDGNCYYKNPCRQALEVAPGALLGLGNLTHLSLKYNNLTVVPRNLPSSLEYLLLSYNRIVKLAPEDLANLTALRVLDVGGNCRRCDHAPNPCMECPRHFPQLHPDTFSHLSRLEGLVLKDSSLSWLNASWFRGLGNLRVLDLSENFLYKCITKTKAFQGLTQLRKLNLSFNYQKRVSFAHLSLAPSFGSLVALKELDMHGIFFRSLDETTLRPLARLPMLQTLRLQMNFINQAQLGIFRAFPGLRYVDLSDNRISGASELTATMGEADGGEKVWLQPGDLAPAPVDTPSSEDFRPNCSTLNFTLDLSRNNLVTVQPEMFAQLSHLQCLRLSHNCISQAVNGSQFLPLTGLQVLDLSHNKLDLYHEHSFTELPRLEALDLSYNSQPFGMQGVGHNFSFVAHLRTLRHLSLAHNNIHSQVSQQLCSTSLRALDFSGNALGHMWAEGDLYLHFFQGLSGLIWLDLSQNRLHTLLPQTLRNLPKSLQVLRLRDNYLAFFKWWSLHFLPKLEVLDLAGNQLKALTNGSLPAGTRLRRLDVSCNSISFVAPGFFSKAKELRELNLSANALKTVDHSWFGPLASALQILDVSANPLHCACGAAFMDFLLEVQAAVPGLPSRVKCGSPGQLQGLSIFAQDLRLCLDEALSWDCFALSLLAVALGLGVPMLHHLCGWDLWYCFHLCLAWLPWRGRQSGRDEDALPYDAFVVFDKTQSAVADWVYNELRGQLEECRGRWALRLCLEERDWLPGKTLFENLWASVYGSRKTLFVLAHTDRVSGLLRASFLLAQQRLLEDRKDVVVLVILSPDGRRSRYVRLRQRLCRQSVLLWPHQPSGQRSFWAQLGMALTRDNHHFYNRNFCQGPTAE
# m5-HT2A agonist: activates the mouse 5-HT2A serotonin receptor. P35363. activation, % at 7.6 µM. actives 0.66% (n = 360,000). CHO-K1 mHTR2A beta-arrestin complementation, luminescence; percent of 30 µM serotonin response;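 active = activation above a run cutoff, the mean activation of all tested compounds plus 3 SD, cut at about 14% in these data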;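 also: 0% = plate median of compound wells and 100% = 30 µM serotonin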
# ABHD5 PLIN5 PPI: ABHD5-PLIN5 protein interaction inhibition. Q00G26+Q8WTS1. Split G. princeps luciferase complementation, luminescence, 4 h. inhibition, % at 4 µM. actives 0.78% (n = 360,000). AID 602281;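 active = inhibition above the mean inhibition across every tested compound plus 3 SD, cut at about 22% in these data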;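 also: 0% = DMSO only wells and the 100% control is not disclosed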
# NOD2 RIPK2 PPI: inhibitors of human NOD2-RIPK2 interaction | AID 624267 | CHO BLA complementation NOD2-RIPK2, CCF4 ratio | inhibition, % at 4.98 µM | actives 0.38% (n = 360,000); in the data active = inhibition above about 21%;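 also: 0% = vehicle only and 100% = reference blocker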
# * = called active by the depositor; / = not tested or not shown. A portion of the library, so the mix of outcomes need not match the whole.
smiles	NCOA2 inhibitor	N-glyco inh	MC4R antagonist	ABCB6 inh MLPCN	H9c2 protect	MC4R ag barr	TLR9-MyD88 inh	m5-HT2A agonist	ABHD5 PLIN5 PPI	NOD2 RIPK2 PPI
O=S(=O)(Cc1ccccc1)NCc1cccnc1	-15	2	-4	99	1	2.5	3	3	5	-9
COCCNc1nc(SCC(=O)N2CCN(c3ccccc3OC)CC2)nc2ccccc12	1	-1	3	95	28	-2.5	1	-4	2	-3
CC(=O)N(C(C)=O)c1nc(-c2ccccc2)cn1/N=C/c1cccc([N+](=O)[O-])c1	-26	2	-1	93	2	-2.3	-5	0	-10	0
COc1ccc(S(=O)(=O)NCCC(=O)NCc2ccccc2)cc1	-18	-2	14	102	-1	1.4	3	-1	-4	1
CC1CC(=O)Nc2ccccc2N1S(=O)(=O)c1ccc(F)cc1F (stereo not given)	-7	1	2	101	3	-1.9	-12	0	0	1
CC(C)C(NC(=O)c1ccccc1)C(=O)NC1CCCc2ccccc21 (stereo not given)	-17	-3	6	95	3	-0.8	-5	1	0	9
COc1ccccc1C(=O)NCC(=O)N=Nc1c(O)n(C(C)C)c2ccccc12	5	-1	-12	96	4	0.5	-7	-3	7	-10
COc1ccc(CNC(=O)C[C@H]2C[C@H](C(=O)N3CCOCC3)[C@@]3(CCC4CCCC4)c4[nH]c5cc(CCC(=O)N(C)C)ccc5c4CCN3C2=O)cc1OC	-33	3	12	97	0	-0.6	-3	5	8	0
Cc1ccc(S(=O)(=O)N2[C@H](CC(=O)OCc3ccccc3)OC[C@@H]2C)cc1	26	/	/	/	/	/	/	2	2	-1
O=S(=O)(c1ccccc1F)N1CCN(Cc2nc3ccccc3[nH]2)CC1	-24	1	10	99	5	3.2	-10	-1	3	3
COc1ccc(S(=O)(=O)NCCCN2CCOCC2)c2ccccc12	6	4	2	92	-5	-0.5	3	-7	-6	2
Cc1ccc(S(=O)(=O)N2CCN(C(=O)CCC(=O)NC3CCCc4ccccc43)CC2)cc1 (stereo not given)	-22	0	7	91	1	-2.3	6	-4	-7	-4
O=C(NC1CCN(C(=O)Nc2ccccc2Cl)CC1)c1ccco1	-52	0	25	99	-2	0.2	-9	-3	2	-16
CCOC(=O)C1CCCN(c2cc(=O)n(Cc3ccc(F)cc3)c(=O)[nH]2)C1 (stereo not given)	-5	0	10	99	4	-1.6	5	2	-12	2
CC1CCC(NC(=O)c2cc3c(s2)CCCC3)CC1 (stereo not given)	-59	0	10	96	-1	-0.5	9	-1	5	1
c1ccc(-n2cnnc2SCc2nc3ccccc3s2)cc1	-84	-4	-5	102	-3	0.0	-6	2	-4	10
Cn1c(N)nc(N)c(NC=O)c1=O	-3	2	/	103	3	/	/	5	7	2
OCCOCCn1c(CCNc2nc(-c3ccc(F)cc3)cs2)nc2cc(C(F)(F)F)ccc21	-2	0	9	73*	-14	0.5	1	2	1	5
Cc1nn2c(N3CCOCC3)cc(C(C)C)nc2c1-c1ccccc1	-14	1	15	101	-4	5.5	2	-2	-6	4
COc1cc(C(C)=O)ccc1OCC(=O)Nc1cc(Cl)ccc1-n1cncn1	-11	5	2	104	24	-4.1	4	0	0	-3
N#C/C(=C\c1ccc[nH]1)C(=O)NC1CC1	-14	1	7	100	3	-0.5	6	3	-3	-2
NC(=O)CCCc1nc(-c2ccccc2)no1	1	-1	14	103	4	-1.0	5	-1	8	-1
Cc1cc(C)c(OCC(=O)OCC(=O)NCc2ccco2)c(C)c1	-47	-2	8	99	6	-1.9	-10	2	-8	0
COc1cc(CN(C2CCCCC2C)S(=O)(=O)c2ccc(S(=O)(=O)NC3CC3)cc2)cc(OC)c1OC (stereo not given)	-2	-5	0	104	-2	0.0	2	-3	9	5
CCn1c(=O)c(=O)[nH]c2cc(C(=O)NC3CCCC3)ccc21	-5	0	1	97	2	-2.8	4	4	4	-4
COc1ccc(C(C#N)=C2C=CC(=NO)C=C2)cc1	5	6	-7	101	6	-1.8	11	9	-14	9
O=C(COc1ccc(Cl)cc1Cl)Nc1c(-c2cccs2)nc2ccccn12	-17	0	-4	101	-9	0.5	0	0	4	4
CCCCNC(=O)c1cnc(Cc2c[nH]c3ccccc23)c(I)c1	10	-6	18	100	-5	2.8	/	-5	-7	-4
CCN(CC)C(=S)NC(=O)c1cc(OC)c(OC)c(OC)c1	-16	2	2	96	-2	-2.0	-5	7	0	-9
COc1cccc(CC(=O)Nc2cc(S(=O)(=O)N3CCOCC3)ccc2OC)c1	2	-1	14	110	1	0.6	-9	-7	12	-11
CCN(C(=O)CN1C=NS(=O)(=O)c2ccccc21)c1ccccc1	-20	3	-2	99	4	-1.3	2	-3	0	1
COc1ccc(-c2[nH]ncc2CN2CCCN(C(=O)c3ccco3)CC2)cc1F	-5	0	1	100	-1	-2.0	8	3	-5	3
CCCc1cc(=O)[nH]c2nnc(SCC(=O)Nc3ccc4c(c3)OCCO4)n12	2	0	-4	102	5	3.9	2	-3	11	-4
CN1C(=O)CC(N2CCC(C(N)=O)(N3CCCCC3)CC2)C1=O (stereo not given)	-1	1	13	102	2	0.9	-2	3	-1	-1
CCCCCn1c(=O)[nH]c2cc(C(=O)O)ccc2c1=O	-13	3	3	93	-6	3.0	3	1	-4	-9
CC(O)C1C(=O)OC2(C)CC(C)(C)NC(=S)N12 (stereo not given)	5	/	-3	83	-5	0.9	7	0	0	6
CCN1CCN(c2ccc(NC(=O)c3cc(S(=O)(=O)N4CCCC4)ccc3Cl)cc2)CC1	-7	1	0	120	-12	-1.1	7	-4	3	-1
Clc1ccc2scc(CN3CCCCC3)c2c1	-8	0	-1	101	4	0.3	-9	-5	-2	-8
O=C(Nc1nncs1)Oc1ccccc1	-17	3	2	90	-3	0.6	2	2	-2	-7
NC(=O)c1c(NC(=S)Nc2ccccc2)sc2c1CCCC2	-9	1	10	95	-10	0.4	5	3	-15	0
CCC(CC)CN1C(Nc2ccccc2)=NC[C@@H]1CC(C)C	/	1	-2	95	-5	-1.1	-6	-2	0	-7
Cc1cc(C)cc(OCC(=O)N2N=C(C(F)(F)F)CC2(O)C(C)(C)C)c1 (stereo not given)	-7	-4	-2	89	-21	4.2	10	10	-8	2
CC(=O)Nc1ccc(NC(=O)C(C)Sc2nc3ccccc3c(=O)n2CC2CCCO2)cc1 (stereo not given)	12	1	5	96	4	-2.9	-1	1	-6	5
Cc1cccc(CN2CCc3c([nH]c4ccccc34)C2)c1	-7	3	-6	106	6	0.5	2	-5	-2	4
COC(=O)c1oc2ccc(Cl)cc2c1NC(C)=O	-8	2	1	105	-4	-0.4	-4	-5	11	-1
CCOC(=O)CNS(=O)(=O)c1c(C)noc1C	-30	1	3	93	-2	-0.1	-10	8	-1	0
COc1ccc(C(=O)NCCSc2ccccc2)cc1OC	-19	1	6	102	-1	-2.5	-4	-3	-1	-4
O=C(CN1CCCCCC1)N1c2ccccc2Sc2ccccc21	-5	0	0	97	-15	-4.2	1	-6	1	-6
Cc1cccc(C(=O)OCC(=O)Nc2c(C)n(C)n(-c3ccccc3)c2=O)c1	17	1	-3	90	-4	-0.7	4	-4	6	-6
c1ccc(Sc2ccccc2CN2CCCC2)cc1	-10	-4	14	105	-2	1.9	/	-10	5	-1
O=C(CN1CC(c2ccccc2)CC1=O)OCc1ccccc1F (stereo not given)	-26	2	19	97	21	1.3	-7	2	-5	-1
CCn1c(CC(=O)Nc2cccc(Cl)c2Cl)nnc1SCCOc1ccc(OC)cc1	/	-1	11	101	-7	1.8	-13	8	1	2
CC(C)(O)CC[C@@H](O)[C@](C)(O)[C@H]1CC[C@@]2(O)C3=CC(=O)[C@@H]4C[C@@H](O)[C@@H](O)C[C@]4(C)C3CC[C@]12C (stereo not given in full)	-2	1	7	99	0	-1.3	0	6	1	11
CC(=O)Oc1c(Cl)cc(N(C(C)=O)S(=O)(=O)c2ccccc2)c2ccccc12	30	11	2	90	3	-0.5	/	2	58*	-2
CCN(Cc1ccccc1)C(=O)Cc1ccc(OC)c(S(=O)(=O)N2CCOCC2)c1	-19	0	-5	99	2	-3.9	-7	-3	-2	-3
Cc1ccc(N(CCO)C(=S)Nc2ccccc2)cc1	-18	2	-7	97	5	0.1	-10	0	-2	-12
COc1ccccc1N1CCC(N2CCN(CC(C)(C)C)C(CCO)C2)CC1 (stereo not given)	-5	-1	7	94	-2	-1.4	-7	-5	-4	4
CC(=O)c1cccc(NC(=S)NCCCCc2ccccc2)c1	-2	-3	6	100	-6	2.0	0	-5	1	-1
CC(C)CCCN1CCN=C1N(C)C	-14	2	3	102	-4	-0.2	3	5	3	-4
COc1cccc(N2CCN(C(=O)CN3C(=O)NC(C)(c4ccc5ccccc5c4)C3=O)CC2)c1 (stereo not given)	-6	-7	15	93	-12	-2.8	1	0	-9	2

# (list continues)
smiles	NCOA2 inhibitor	N-glyco inh	MC4R antagonist	ABCB6 inh MLPCN	H9c2 protect	MC4R ag barr	TLR9-MyD88 inh	m5-HT2A agonist	ABHD5 PLIN5 PPI	NOD2 RIPK2 PPI
Oc1cccc(C2c3[nH]c4ccccc4c3CCN2Cc2ccc3c(c2)CCO3)c1 (stereo not given)	-5	-2	0	104	3	2.7	-5	5	2	-2
Fc1ccc(N2CCN(c3cnc4ccccc4n3)CC2)cc1	-22	-3	6	86	-1	-0.2	7	-9	14	-10
CC1CCCCC1NC(=O)C1CC(=O)N(Cc2ccccc2)C1 (stereo not given)	9	2	3	101	-8	-3.9	2	-2	3	-7
CCn1c(-c2c[nH]c3ccccc23)n[nH]c1=S	14	1	1	87	-1	-2.6	5	-6	-4	-3
CCOC(=O)c1ccc(-c2nnc(-c3ccc(Cl)cc3Cl)o2)cc1	-22	-8	-4	99	-9	0.0	8	9	5	-5
COc1cc(N=Cc2c(O)c3ccccc3oc2=O)c(OC)cc1Cl	-12	1	7	410	0	1.4	2	6	-5	4
Cc1cc(C)c(C(=O)N2CCCC(Nc3ccc(C)c(C)c3)C2)o1 (stereo not given)	32	-3	18	93	-5	1.8	-4	-6	-9	-9
Cc1ccc(S(=O)(=O)N(C)CC(=O)Nc2cccc3c2CCCC3)cc1	2	-3	1	/	10	-0.2	2	-3	-7	-2
O=C(CCn1c(=O)oc2ccccc21)N1CCN(c2ccc(F)cc2)CC1	4	1	9	91	7	-0.5	8	-2	4	2
COc1ccc(CCNC(=O)COC(=O)C23CC4CC(CC(Br)(C4)C2)C3)cc1	-18	1	22	99	2	3.9	-10	0	0	-10
